# Source: PubChem BioAssay
# MCL1 BIM primary = disrupts human MCL1 binding to BIM-BH3 peptide; Q07820; GST-MCL1 / FITC-Bim-BH3 fluorescence polarization; inhibition, % at 10.9 µM; 320,000 compounds, 0.68% hits; AID 2057;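 active means inhibition above the mean inhibition of all tested compounds plus 3 SD, set per campaign, cut at about 40% in these data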;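 further: 0% = DMSO wells and 100% = unlabeled Bim-BH3 peptide control; higher means more loss of mP so more displacement of Bim peptide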
# Target sequence (Q07820 whole entry, looked up): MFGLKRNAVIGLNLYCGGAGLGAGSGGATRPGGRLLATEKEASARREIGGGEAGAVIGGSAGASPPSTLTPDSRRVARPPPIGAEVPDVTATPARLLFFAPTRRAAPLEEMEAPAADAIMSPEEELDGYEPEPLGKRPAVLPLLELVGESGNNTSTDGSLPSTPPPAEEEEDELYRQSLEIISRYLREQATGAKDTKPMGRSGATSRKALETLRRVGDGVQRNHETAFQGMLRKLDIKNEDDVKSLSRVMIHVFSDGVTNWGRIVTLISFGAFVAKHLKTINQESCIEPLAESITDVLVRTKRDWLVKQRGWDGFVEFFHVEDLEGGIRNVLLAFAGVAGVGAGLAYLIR
# CR mimetic SO = lowers age-related superoxide in aged yeast cells. superoxide response (% of plate mean), % at 10 µM. S. cerevisiae aged cells, superoxide DHE fluorescence; stronger effect = lower value. 330,000 compounds, 0.18% hits. AID 2690;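 active means superoxide response under a set limit, about three screen SD below normal, cut at about 65% in these data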;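 further: yeast aged for seven days with compound at 30 °C before DHE staining; 100% = average MFI of all compound-treated wells on the plate with controls excluded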
# ZTA DNA inh = blocks Epstein-Barr virus ZTA, an EBNA-1 counter-screen | P03206 | 320,000 compounds, 0.15% hits | inhibition, % at 11 µM | AID 2234 | ZTA-DNA binding, fluorescence polarization; in the data active means inhibition above about 33%
# Target sequence (P03206 whole entry, looked up): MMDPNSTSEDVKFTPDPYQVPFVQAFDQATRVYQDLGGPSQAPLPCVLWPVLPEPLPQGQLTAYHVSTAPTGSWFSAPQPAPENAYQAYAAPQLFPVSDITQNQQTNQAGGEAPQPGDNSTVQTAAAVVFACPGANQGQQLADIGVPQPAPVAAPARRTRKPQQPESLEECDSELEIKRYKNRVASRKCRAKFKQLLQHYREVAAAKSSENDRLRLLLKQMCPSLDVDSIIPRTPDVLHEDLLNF
# GLD-1 RNA inh = GLD-1-TGE RNA interaction inhibition (C. elegans). Q17339. purified GLD-1 + fluorescein TGE RNA, fluorescence polarization. inhibition, % at 5.96 µM. 320,000 compounds, 0.44% hits. AID 2280;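 active means percent inhibition above a per-plate cutoff, the plate mean of test compounds plus 3 SD, cut at about 30% in these data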;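 further: 0% = DMSO wells with GLD-1 and probe and 100% = wells lacking GLD-1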
# EBNA-1 inh = blocks EBNA-1 binding to DNA; EBNA-1 DNA binding, fluorescence polarization; inhibition, % at 14.8 µM; 300,000 compounds, 0.34% hits; AID 1950; in the data active means inhibition above about 28%
# Efflux pump inh = inhibitors of Candida antifungal efflux pumps expressed in yeast | S. cerevisiae Candida pump triplex, Nile Red efflux | 330,000 compounds, 0.44% hits | inhibition, % at 10 µM;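 active means plate passing quality check with inhibition over a set limit, or well fluorescence over plate mean plus 4 SD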;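 further: Nile Red retained in pooled yeast measured as flow cytometry median fluorescence; 0% = buffer negative control and 100% = Enniatin B positive control; higher means more Nile Red kept so more efflux inhibition; some compounds called inactive have numbers as strong as hits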
# MEX-5 binding = C. elegans MEX-5 TCR-2 RNA binding activity; activity score (negative = inhibition of binding), % at 10 µM; 300,000 compounds, 0.38% hits; MEX-5/FITC-TCR2 RNA binding, fluorescence polarization; stronger effect = lower value; AID 1832;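 active means inhibition past about -25% in most replicates, and total fluorescence under double the plate's negative control median, limit read from the data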;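 further: 0% = DMSO and -100% = 5 µM competing unlabeled TCR2 RNA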
# Bcl-xL primary = blocks human Bcl-xL binding to Bim BH3 peptide. GST-Bcl-xL / FITC-Bim BH3 peptide fluorescence polarization. Q07817. inhibition, % at 10.9 µM. 320,000 compounds, 0.7% hits;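 active means inhibition above the mean of all tested compounds plus 3 SD, cutoff set per campaign, cut at about 30% in these data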;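 further: 0% = DMSO wells and 100% = unlabeled Bim-BH3 peptide competitor; inhibitors lower millipolarization by displacing the labeled peptide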
# Target sequence (Q07817 whole entry, looked up): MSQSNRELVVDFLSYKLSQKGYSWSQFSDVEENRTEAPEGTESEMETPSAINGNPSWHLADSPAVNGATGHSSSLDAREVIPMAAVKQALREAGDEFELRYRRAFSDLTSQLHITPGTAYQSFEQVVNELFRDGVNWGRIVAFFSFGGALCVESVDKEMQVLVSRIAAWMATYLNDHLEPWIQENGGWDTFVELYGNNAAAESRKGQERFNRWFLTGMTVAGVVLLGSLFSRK
# Fam108B inh = blocks mouse Fam108B hydrolase in RBBP9 counter-screen; recombinant Fam108B, FP-Rh probe fluorescence polarization; inhibition, % at 9.51 µM; 300,000 compounds, 0.33% hits; AID 1947;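 active means inhibition above the screen mean inhibition plus 3 SD, computed separately per campaign, cut at about 18% in these data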;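 further: inhibitors lower polarization as less probe binds the enzyme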
# Numbers without * were called inactive; x = not tested or not shown.
SMILES,MCL1 BIM primary,CR mimetic SO,ZTA DNA inh,GLD-1 RNA inh,EBNA-1 inh,Efflux pump inh,MEX-5 binding,Bcl-xL primary,Fam108B inh
CCOc1cc(Cl)c(NC(C)=O)cc1OCC,-1,101,5,-1,-8,0.4,1.4,-1,3
CN(CCOc1ccccc1)C(=O)c1cc([N+](=O)[O-])cc([N+](=O)[O-])c1,-8,129,-2,-5,1,0.1,-0.1,-1,3
Cc1ccc(N2CCN(Cc3ccccc3)CC2=O)c(C)c1,16,105,-5,2,-10,-0.1,-1.4,6,5
CN(C(=O)c1c(Cl)nc2sccn12)C1CCCCC1,0,101,12,1,0,0.0,3.8,4,0
c1ccc2c(CNc3ccc(CNc4ncn[nH]4)cc3)cccc2c1,8,103,-16,2,-6,-0.3,-0.6,9,5
COC(=O)c1ccsc1NC(=O)c1ccc(Cl)s1,3,101,-7,-3,7,0.2,7.0,1,-2
COc1ccc(N2CCN(C(=O)COC(=O)/C=C/c3ccc(C(F)(F)F)cc3)CC2)cc1,4,106,10,0,-3,0.1,1.1,7,0
Cc1cc(OCC(=O)OCC(=O)NC2CCCCC2C)ccc1Cl (centres undefined),-7,99,-15,4,x,0.1,x,-2,x
c1ccc(NC2=NCCN2CCC2CCCC2)cc1,3,106,25,3,10,-0.1,0.3,2,3
COc1ccc(S(=O)(=O)N2CCC(C(=O)NCc3cccnc3)CC2)cc1OC,2,84,-4,3,-13,0.6,1.6,5,-4
COc1ccccc1OCCC(=O)Nc1nc(C)cs1,-1,97,-5,3,-7,0.1,-0.5,2,1
Cc1csc(SCC(=O)Nc2cccc3nsnc23)n1,0,104,-7,0,5,0.2,x,1,1
Cc1ccc(OCC(=O)NCCc2c[nH]c3ccccc23)cc1,2,118,-19,3,-4,0.1,-0.4,1,-1
CCc1ccc(-c2cc(C(=O)Nc3ccc(S(=O)(=O)NC(C)=O)cc3)c3ccccc3n2)cc1,4,96,2,3,10,-0.1,-1.6,2,-7
COC(=O)c1nc(NC(=O)c2ccc(Cl)cc2)n[nH]1,1,91,-1,-3,8,0.0,1.0,1,-2
CCCC1(C(=O)O)NC(c2ccc(OC)cc2O)C2C(=O)N(c3ccc(OC)cc3)C(=O)C21 (centres undefined),1,119,-5,-2,-4,0.1,-2.6,3,-4
CCCOC1CCCN(C(=O)c2ccc(OC)c(OC3CCN(C(C)C)CC3)c2)C1 (centres undefined),5,103,0,-2,3,0.1,-1.3,2,2
COc1ccc(Cl)cc1NC(=O)CN(C)C(=O)c1ccc2c(c1)CC(c1ccccc1)OC2=O (centres undefined),-19,110,0,1,x,-0.1,x,-16,x
Cc1ccccc1OCC(=O)NNC(=O)c1ccc(-n2cncn2)c([N+](=O)[O-])c1,-3,112,3,-1,-2,0.1,-6.4,5,1
COC(=O)c1ccc2nc(C)cc(Nc3ccccc3C)c2c1,4,99,7,2,11,-0.1,6.3,4,0
CNC(C)C(=O)NC(C(=O)N1CCCC1C(=O)NNc1ccccc1)C(C)C (centres undefined),2,110,-5,2,x,0.2,x,-1,x
CCc1ccc(NC(=O)C2CCCN(S(=O)(=O)c3ccc4c(c3)CC(C)N4C(C)=O)C2)cc1 (centres undefined),4,109,16,0,5,0.3,5.2,2,-2
CC1(C)Cc2ccccc2C(=NCCCC(=O)O)N1,0,95,7,2,11,-0.1,1.2,0,-4
CCOC(=O)C1CCCN(c2cc(C)nc3cc(-c4ccc(F)cc4)nn23)C1 (centres undefined),4,102,11,8,2,0.2,-0.2,3,5
CC1CCN(c2c(NCc3ccc(C(=O)NCc4cccnc4)cc3)c(=O)c2=O)CC1,7,97,1,-3,-1,0.1,0.0,6,2
Cc1ccc(NC(=O)[C@H](C)NC(=O)C2CCN(C(=O)[C@@H](N)C(C)C)CC2)cc1,-3,79,0,-2,1,-0.1,-0.3,3,-2
COc1ccc(-c2sccc2C(C)C(=O)O)cc1 (centres undefined),-1,103,-2,-12,-19,-0.1,-0.2,6,-1
Cc1cccc(C(=O)NC(=S)NNC(=O)COc2c(C)cccc2C)c1,8,137,0,-6,-8,1.8,-2.5,6,-1
O=S(=O)(Nc1ccccc1N1CCCCC1)c1ccc(F)cc1,8,101,5,6,2,0.2,1.6,5,0
CCOC(=O)C1=C(c2ccccc2)NC(=O)NC1c1ccc(OCC#N)c(OC)c1 (centres undefined),-2,100,-1,-10,-4,0.2,-0.2,6,2
CC(C)C(=O)Nc1ncc(C(F)(F)F)cc1Cl,1,101,-1,4,-4,0.3,-0.4,5,9
COc1ccc(S(=O)(=O)N(CC(=O)Nc2ccccc2C(=O)N2CCOCC2)c2ccc(F)cc2)cc1,5,113,8,0,10,0.0,-4.4,3,-6
Cc1ccc(NC(=O)COC(=O)/C=C/c2cccs2)c(C)c1,8,96,14,6,16,0.0,-1.3,5,-3
O=C(CSc1nnc(COc2ccccc2)o1)c1ccccc1,-1,112,4,4,6,0.0,2.2,-4,-3
CS(=O)(=O)Nc1ccc(C(=O)NCCC2=CCCCC2)cc1,3,95,-3,5,5,0.0,2.6,2,7
COc1ccc(N2CCN(C(=O)c3ccc(NS(=O)(=O)c4cccs4)cc3)CC2)cc1,-3,81,16,3,3,0.0,-1.4,-3,2

# An excerpt taken from the entries so far, as a working copy:
SMILES,MCL1 BIM primary,CR mimetic SO,ZTA DNA inh,GLD-1 RNA inh,EBNA-1 inh,Efflux pump inh,MEX-5 binding,Bcl-xL primary,Fam108B inh
COc1ccc(-c2sccc2C(C)C(=O)O)cc1 (centres undefined),-1,103,-2,-12,-19,-0.1,-0.2,6,-1
Cc1cccc(C(=O)NC(=S)NNC(=O)COc2c(C)cccc2C)c1,8,137,0,-6,-8,1.8,-2.5,6,-1
O=S(=O)(Nc1ccccc1N1CCCCC1)c1ccc(F)cc1,8,101,5,6,2,0.2,1.6,5,0
CCOC(=O)C1=C(c2ccccc2)NC(=O)NC1c1ccc(OCC#N)c(OC)c1 (centres undefined),-2,100,-1,-10,-4,0.2,-0.2,6,2
CC(C)C(=O)Nc1ncc(C(F)(F)F)cc1Cl,1,101,-1,4,-4,0.3,-0.4,5,9

# One compound at a time, as listed above. Order of values: MCL1 BIM primary, CR mimetic SO, ZTA DNA inh, GLD-1 RNA inh, EBNA-1 inh, Efflux pump inh, MEX-5 binding, Bcl-xL primary, Fam108B inh
# `CC1CCN(c2c(NCc3ccc(C(=O)NCc4cccnc4)cc3)c(=O)c2=O)CC1` is listed as 7, 97, 1, -3, -1, 0.1, 0.0, 6, 2
# `O=C(CSc1nnc(COc2ccccc2)o1)c1ccccc1` is listed as -1, 112, 4, 4, 6, 0.0, 2.2, -4, -3
# `Cc1cccc(C(=O)NC(=S)NNC(=O)COc2c(C)cccc2C)c1` is listed as 8, 137, 0, -6, -8, 1.8, -2.5, 6, -1
# `COc1ccc(N2CCN(C(=O)c3ccc(NS(=O)(=O)c4cccs4)cc3)CC2)cc1` is listed as -3, 81, 16, 3, 3, 0.0, -1.4, -3, 2
# `Cc1ccc(NC(=O)COC(=O)/C=C/c2cccs2)c(C)c1` is listed as 8, 96, 14, 6, 16, 0.0, -1.3, 5, -3

# (cont.)
SMILES,MCL1 BIM primary,CR mimetic SO,ZTA DNA inh,GLD-1 RNA inh,EBNA-1 inh,Efflux pump inh,MEX-5 binding,Bcl-xL primary,Fam108B inh
O=C(COC(=O)c1cccnc1SC(F)F)NC1CC1,3,106,3,5,x,-0.2,x,0,x
CCOc1c2ccc(C(=O)NCc3ccc(C(F)(F)F)cc3C(F)(F)F)cc2nn1C,2,97,14,1,-1,0.0,-1.5,3,-2
Nc1nnc(SCC(=O)NC2CCCC2)s1,0,99,4,-4,-3,-0.3,1.9,0,-2
Cc1ccccc1OCC(=O)NC1CCCCCCC1,-1,85,-4,3,-12,0.0,1.2,0,4
Cc1cc(NC(=O)c2cc(-c3cccs3)nc3ccccc23)no1,6,110,0,-6,12,0.0,0.1,3,2
CCN(CC)CCN(C(=O)c1c(F)cccc1F)c1nc2cc(C)cc(C)c2s1,-3,93,-4,3,-9,0.1,0.8,-4,-1
O=C(Nc1ccnn1C1CCN(Cc2cccnc2)CC1)c1ccccc1Cl,-2,102,6,1,-5,-0.1,-3.0,5,-1
N#Cc1c(NC(=O)CN2CCN(S(=O)(=O)c3ccc4c(c3)OCCO4)CC2)sc2c1CCC2,-1,103,1,-1,6,0.1,-1.2,4,-16
Oc1[nH]c(=S)sc1C=C1N=c2ccccc2=N1,4,113,-4,3,-1,0.1,-1.0,3,1
O=S(=O)(NC1CCCCC1)c1ccc(-c2csnn2)s1,-3,111,6,-1,12,0.0,0.3,2,-1
NS(=O)(=O)c1ccc(NC(=O)COC(=O)CCc2ccc(S(=O)(=O)N3CCOCC3)cc2)cc1,5,77,-4,1,-6,-0.2,0.2,2,0
CCn1nnc(C(=O)O)c1C(=O)O,0,98,-10,4,0,-0.5,-0.8,5,-3
O=C(N/N=C/c1cccc(Oc2ccccc2)c1)c1ccccc1F,6,95,11,6,10,0.1,0.6,8,4
Cc1cccc(NC(=O)CSCC(=O)Nc2ccc(S(=O)(=O)N3CCCC3)cc2)c1,-4,109,-7,7,-7,0.0,3.6,4,2
O=C(CCCOc1ccc(Cl)cc1Cl)NCCc1ccccn1,9,103,7,7,11,0.0,0.5,8,0
CCN(C(=O)CSc1nnc2c3ccccc3n(CC)c2n1)C1CCS(=O)(=O)C1 (centres undefined),0,104,-10,5,-3,-0.2,0.1,4,-1
COc1ccc(S(=O)(=O)n2c(CCN3CCOCC3)nc3ccccc32)cc1,1,94,-5,-7,-2,-0.1,2.8,2,0
Nc1nccc(-c2ccc(-n3cnc4ccccc43)cc2)n1,1,76,3,2,0,0.2,3.2,8,-2
COc1cc2c(cc1OC)/C(=C/C(=O)N1CCOCC1)NC(C)(C)C2,-3,100,-12,7,-8,-0.1,-2.9,2,-18
COc1ccc(OC)c(S(=O)(=O)Nc2cccc(-c3ccc4nncn4n3)c2)c1,8,106,8,-3,3,-0.1,0.9,2,-1
O=C(CSc1nc2c(cnn2-c2cccc(Cl)c2)c(=O)[nH]1)NCC1CCCO1 (centres undefined),6,127,-7,-7,x,0.0,x,1,x
COc1ccc(NC(=O)CN2CCN(c3nc(-c4cccc(OC)c4)cs3)CC2)cc1,-8,96,-15,-7,-1,0.1,1.3,-5,3
O=C(N/N=C\c1ccco1)c1cncc(Br)c1,-5,98,-4,-2,4,0.1,-1.6,-5,2
NC(=S)N/N=C/c1c(O)ccc2ccccc12,20,99,9,4,2,0.1,-2.5,9,14
CCCCOC(=O)n1c(=O)oc2cc(S(=O)(=O)N3CCCCC3)ccc21,4,93,4,9,5,-0.1,-1.4,1,-2
